# High-throughput results as filed in PubChem.
# b-catenin transl – modulators of beta-catenin nuclear translocation. nuclear translocation activity, % at 5 µM. AID 1665. 190,000 tested, 0.3% active. HeLa beta-catenin nuclear translocation, immunofluorescence imaging;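 active = nuclear translocation activity above 50% at 5 µM, with a well cell count of 50 or more; inconclusive = wells under 50 cells across six images, flagged as toxic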;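 also: per-cell ratio of nuclear to cytoplasmic median beta-catenin stain intensity; plate controls were DMSO negative control for no effect and GSK-3 inhibitor IX positive control for full effect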
#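 System: HeLa cells, endogenous beta-catenin; compound dosing: 5 µM primary single dose, 0.1% DMSO, 0.02–20 µM confirmation series; incubation: 24 h compound exposure at 37°C, 5% CO2; signal: beta-catenin immunofluorescence imaging with DAPI; evaluation: % activation, nuclear-to-cytoplasmic median beta-catenin signal ratio per cell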
# AID2073 – disruptors of CaV2.2 binding to Mint1 – biochemical, HTRF (AID 2073). 290,000 tested, 0.19% active. inhibition, % at 20 µM; hits with a dose series show IC50 in µM. HTRF protein-protein interaction, Mint1-CaV2.2; higher % means a stronger effect; in the data active = inhibition mostly above about 51%, no sharp cut-off; inconclusive = no clear call, values can overlap the other calls; inactive = mostly below about 53%; also: some results filed as inactive read as strong as hits
# Autophagy HCS – modulators of autophagy; calls only at 10 µM (by protocol); MEF GFP-LC3 puncta imaging; test concentration mostly 10 µM; 190,000 tested, 0.98% active; AID 463193;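 active = percentage of spot-positive cells more than 3 SD above its plate mean, without a fluorescence outlier flag or 80% toxicity; inconclusive = no clear call, values can overlap the other calls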;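 also: spot-positive cell cutoff set from DMSO-treated cells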
# MT stabilizer – microtubule stabilization, imaging screen | AID 2205 | HeLa tubulin immunostaining HCS, 24 h; share of cells brighter than vehicle mean+2SD | % tubulin-high responders, % at 10 µM | 200,000 tested, 0.83% active;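 active = plate Z-score above 3 for both tubulin-high and condensed-nucleus cell shares, with cell loss under 80%, at 10 µM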;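 also: anti alpha tubulin signal scored within the nucleus-defined area of each cell; some results filed as inactive read as strong as hits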
# Dynein cargo inh – blocks dynein driven cargo transport along microtubules | 3617.4 mouse cells, GR-EGFP nuclear translocation imaging; test concentration mostly 20 µM; stimulated with dexamethasone, 1 µM; active compounds read low | z-score, hits read low | 220,000 tested, 0.47% active;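 active = plate z-score of nuclear minus cytoplasmic receptor signal below a set negative limit, without overly bright fluorescence or cell loss, cut at about -3.5 in these data, passing the limit was not always enough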;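 also: z-score of nuclear minus cytoplasmic ring GR-EGFP intensity difference per well; some compounds called inactive have numbers as strong as hits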
#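 Buffer or medium – tet-free medium with charcoal-stripped serum · Signal – automated 10x imaging of fixed Hoechst-stained cells · Also added – dexamethasone agonist, 1.0 µM final, for 30 min · Incubation – induction 48 h, compound 1 h, agonist 30 min · Read-out – GR-EGFP nuclear translocation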
# HIV fusion peptide – cell-free HIV fusion peptide-binding blockers – biochemical, uHTS, fluorescence dequenching, primary screen (AID 1986). cell-free peptide binding, fluorescence dequenching, 30 min; higher % means a stronger effect. inhibition, % at 20 µM, or IC50 in µM where a hit was titrated. 290,000 tested, 0.3% active; in the data active = inhibition mostly above about 52%, no sharp cut-off; inactive = mostly below about 76%; also: some results filed as inactive read as strong as hits
# Yfh1-depleted yeast – mitochondrial function rescue without frataxin homolog – Friedreich's ataxia, plus single-dose screen, dose response (AID 1465) | 220,000 tested, 0.074% active | S. cerevisiae Yfh1-off respiration, WST-1 reduction, 72 h; higher fold induction means a stronger effect | fold induction at 50 µM, or EC50 in µM where a hit was titrated;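 active = fold induction of absorbance versus untreated yeast above a set limit, then at least 30% activation at any dose in follow-up; inconclusive = repeats straddling the limit, or above it without dose testing; inactive = fold induction below the set limit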;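 also: activators that raise dye reduction in frataxin-depleted yeast; strong numbers were not always called active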
# WT yeast gro inh – growth inhibition of WT yeast, mitochondrial fusion screen | inhibition, % at 10 µM | 190,000 tested, 2.1% active | mitochondrial fusion phenotypic screen, WT strain; in the data active = inhibition above about 58%; tested in S. cerevisiae
# Ins promoter up – MIN6 insulin promoter up-regulation; z-score at 5 µM; 190,000 tested, 0.3% active; MIN6 insulin promoter-GFP reporter, high-content imaging; active compounds read high;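 active = z-score above 3 at 5 µM with at least 500 cells counted in the well; inconclusive = wells under 500 cells, flagged as cytotoxic or low count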
# WT yeast gro inh mutant strain – also measured in WT yeast gro inh; calls as there; inhibition, %; mitochondrial fusion phenotypic screen, mutant strain inhibition
# Dynein cargo inh cytoplasmic EGFP – also measured in Dynein cargo inh; calls as there; z-score; measured here: cytoplasmic GR-EGFP intensity; active compounds read high
# Dynein cargo inh nuclear GR-EGFP – recorded beside Dynein cargo inh, whose call it bears; z-score; measured here: nuclear GR-EGFP intensity;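 lower value marks the stronger effect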
# Dynein cargo inh cell count – second read-out of Dynein cargo inh, no call of its own (marks repeat the call); z-score; measured here: cell count per field
# Ins promoter up cell count – further read-out of Ins promoter up, marked with its call; cell count; measured here: cytotoxicity, nuclei count;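 total cells summed across four imaged fields per well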
# b-catenin transl cell count 5 µM – further read-out of b-catenin transl, marked with its call; cell count; measured here: cell count, cytotoxicity flag
# MT stabilizer Hoechst-high % – further read-out of MT stabilizer, marked with its call; % Hoechst-high responders; measured here: nuclear condensation Hoechst responders;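 share of cells brighter than vehicle mean plus two SD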
# MT stabilizer cytotoxicity % – also measured in MT stabilizer; calls as there; toxicity, %; measured here: cytotoxicity by cell density;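 0% = mean cell density of plate MIN control wells and 100% = no cells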
# Autophagy HCS cell loss 18 h – second read-out of Autophagy HCS, no call of its own (marks repeat the call); toxicity, %; measured here: cell loss, nuclei count;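 cell loss after 18 h compound exposure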
# * hit, by the source's call; i = inactive; ? = inconclusive; . = no result given. Random draw from the library (roughly 4.2% active in at least one column).
SMILES,b-catenin transl,b-catenin transl cell count 5 µM,AID2073,Autophagy HCS,Autophagy HCS cell loss 18 h,MT stabilizer,MT stabilizer Hoechst-high %,MT stabilizer cytotoxicity %,Dynein cargo inh,Dynein cargo inh cytoplasmic EGFP,Dynein cargo inh nuclear GR-EGFP,Dynein cargo inh cell count,HIV fusion peptide,Yfh1-depleted yeast,WT yeast gro inh,WT yeast gro inh mutant strain,Ins promoter up,Ins promoter up cell count
NC(=O)c1ccc(N2CCOCC2)nc1,1.7,828,6%,i,25,6.3,1.3,4.5,-1.1,-0.28,-0.26,0.87,-0.6%,i,-6,0,-0.03,1607
Cc1ccc(NC(=O)CC(O)(C(F)(F)F)C(F)(F)F)cc1,.,.,1%,i,0,2.5,2.5,7.7,-0.41,-0.25,-0.22,0.2,-1.7%,i,24,26,-0.26,960
S=C(NCCc1ccccn1)NC1CCCCC1,-1.9,1035,-8%,i,-7,2.1,1.9,7.1,-0.047,-0.25,0.09,0.044,-1.3%,i,9,-6,0.15,1338
O=C(NCCc1ccccc1)C(=S)N1CCCCC1,0.4,1540,-5%,i,4,1.9,2.3,5.1,0.53,-0.29,0.56,-0.019,0.6%,i,-13,7,0.38,1430
CCCC(c1nnnn1C(C)(C)CC)N(CCCO)Cc1cc2cc(C)cc(C)c2[nH]c1=O (stereo not drawn),6.1,1023,-7%,i,0,5.3,2.7,3.3,-0.11,0.17,-0.62,-1,0.8%,i,-11,4,-1.7,810
CCS(=O)(=O)CCSC(=N)N,.,.,-8%,i,3,3.6,2.5,9.6,-0.97,-0.026,-0.54,1.9,-2.1%,i,.,.,.,.
Cc1cc(OCC(=O)NCCO)cc(C)c1Cl,-1.1,1142,-4%,i,5,3.0,2.5,14,1.2,0.039,0.93,0.58,3.1%,i,4,-2,0.09,960
CC(C)Cc1nnc(NC(=O)c2cc(-c3ccccc3)nc3ccccc23)s1,-0.5,1408,-26%,i,3,2.3,1.5,2.3,0.14,0.42,-0.016,0.64,1.3%,i,13,16,0.62,1476
NS(=O)(=O)c1ccc(CCNC(=O)CSc2nc3ccsc3c(=O)n2CC2CCC(C(=O)O)CC2)cc1 (stereo not drawn),0.5,1067,-5%,i,1,2.3,1.5,11,0.64,-0.16,0.24,-0.059,-0.1%,i,-17,1,-0.41,1302
O=S1(=O)CC(N2CCCCC2)C(N2CCCCC2)C1 (stereo not drawn),0.1,976,4%,i,4,6.3,3.1,9.7,-0.14,-0.14,0.2,-0.94,-4.3%,i,2,-3,0.3,1665
Cc1nc(-c2noc(-c3ccc(Cl)cc3)n2)c(C(F)(F)F)o1,0.4,1095,-5%,.,.,.,.,.,-0.019,-0.28,-0.062,0.34,0.9%,i,.,.,-0.1,1381
Cc1csc(=N)n1-c1ccc(Cl)cc1,-2.6,872,6%,i,14,3.7,4.9,9.4,-0.8,-0.14,-0.17,0.01,1.1%,i,19,13,0.33,1332
Fc1ccc(N2CCN(Cc3cnc(N4CCOCC4)s3)CC2)cc1,-1.1,1082,12%,i,16,3.5,2.8,7.1,-0.77,-0.26,0.06,-0.049,2.1%,i,-14,13,-0.47,1225
COc1cccc(C2CC(c3ccccc3Cl)n3nnnc3N2)c1 (stereo not drawn),0.6,984,-8%,i,-9,3.7,3.5,7.4,-0.09,-0.17,0.19,-0.55,0.4%,i,5,24,-0.17,1175
O=C(CNC1CCN(Cc2ccccc2)CC1)Nc1ccc(S(=O)(=O)N2CCCCC2)cc1,-0.5,1349,11%,.,.,.,.,.,0.23,-0.071,0.15,0.2,1.2%,i,.,.,-0.16,980
COc1ccc(Cc2nc3ccccc3[nH]2)cc1OC,-1.2,984,0%,i,-4,2.6,1.1,5.0,-0.17,-0.34,0.13,0.37,0.2%,i,-23,-11,-0.28,1521
Cc1ccc(SC(C)C(=O)Nc2ccc(S(=O)(=O)N3CCOCC3)cc2)cc1 (stereo not drawn),-1.5,1449,-3%,i,-34,3.0,1.3,3.4,-0.11,-0.21,0.78,0.43,-1.3%,i,2,-3,1.5,1416
O=C(Nc1ccc(F)cc1)c1ccc2nsnc2c1,0.9,1362,?,.,.,.,.,.,0.52,-0.75,0.19,-0.76,0.4%,i,.,.,-0.51,900
COc1cc(C2c3c(oc4ccccc4c3=O)C(=O)N2c2nccs2)ccc1O (stereo not drawn),0.0,1358,8%,.,.,.,.,.,3.2,-0.053,2.9,-3,-0.8%,i,.,.,0.04,1021
COc1ccc(CCn2c(C)cc(C(=O)CSc3nnnn3C)c2C)cc1,0.0,903,-11%,i,3,2.7,1.8,7.9,-0.29,-0.22,0.13,0.57,3.2%,i,3,13,0.28,959

# Some entries already given with just Dynein cargo inh nuclear GR-EGFP and WT yeast gro inh.
compound | Dynein cargo inh nuclear GR-EGFP | WT yeast gro inh
COc1ccc(CCn2c(C)cc(C(=O)CSc3nnnn3C)c2C)cc1 | 0.13 | 3
Cc1ccc(SC(C)C(=O)Nc2ccc(S(=O)(=O)N3CCOCC3)cc2)cc1 (stereo not drawn) | 0.78 | 2

# Other results.
SMILES,b-catenin transl,b-catenin transl cell count 5 µM,AID2073,Autophagy HCS,Autophagy HCS cell loss 18 h,MT stabilizer,MT stabilizer Hoechst-high %,MT stabilizer cytotoxicity %,Dynein cargo inh,Dynein cargo inh cytoplasmic EGFP,Dynein cargo inh nuclear GR-EGFP,Dynein cargo inh cell count,HIV fusion peptide,Yfh1-depleted yeast,WT yeast gro inh,WT yeast gro inh mutant strain,Ins promoter up,Ins promoter up cell count
CCS(=O)(=O)N1Cc2ccccc2CC1C(=O)NCC12CC3CC(CC(C3)C1)C2 (stereo not drawn),1.7,1012,-3%,i,8,1.7,1.1,2.1,0.22,-0.15,0.49,-0.65,-1.4%,i,-5,-10,-0.85,913
COc1ccc(C2C(C(=O)c3ccco3)=C(O)C(=O)N2c2nnc(C)s2)cc1 (stereo not drawn),-0.1,1567,18%,i,19,3.4,1.5,11,-0.88,-0.24,-0.67,0.95,25%,i,-2,-4,0.02,1472
CCOC(=O)c1c(C)c(C(=O)NCc2ccc3c(c2)OCO3)c(C)n1C,-2.9,1166,7%,i,14,2.5,2.1,4.4,1.8,-0.17,1.5,0.26,-2.0%,i,16,17,-0.41,1252
CCOc1ccccc1C1C(C#N)=C(N)Oc2n[nH]c(CC)c21 (stereo not drawn),0.7,1464,7%,i,-6,4.1,4.0,3.0,1.7,0.027,0.58,-0.31,4.3%,i,-3,39,-0.16,1477
Cn1c(CCNC(=O)c2ccco2)nc2cc(NC(=O)NC3CCCCC3)ccc21,1.3,1044,7%,i,-11,3.1,1.9,11,0.11,0.073,-0.03,-0.5,-2.2%,i,-15,-8,-0.07,1104
Cc1cc(Nc2cccc(F)c2)nc(-c2ccccc2O)n1,0.6,1071,14%,i,-9,2.5,2.6,12,-1,-0.3,-0.2,0.74,2.5%,i,-20,-13,-0.4,1134
COc1cc(/C=N/NC(=O)CSCc2ccc([N+](=O)[O-])cc2)cc(OC)c1OC,0.3,1348,2%,i,-5,2.0,1.3,10,0.34,-0.14,-0.094,0.42,-2.5%,i,51,9,0.61,1410
Cc1ccccc1NC(=S)NC(NC(=O)C(C)(C)C)C(Cl)(Cl)Cl (stereo not drawn),0.9,1449,-18%,i,41,0.8,1.4,4.9,2.2,-0.23,0.65,-0.35,-1.0%,i,-18,-10,-0.24,1344
CN(C)c1[nH]c(=O)c(C#N)c2c1CCN2Cc1ccccc1,2.0,1426,13%,i,-2,2.9,2.7,12,0.23,-0.34,0.42,-0.1,0.9%,i,-6,-21,-0.23,1489
O=C(COC(=O)c1cc[n+]([O-])cc1)Nc1ccccc1Sc1ccccc1,0.7,1070,0%,i,-5,3.3,3.5,5.5,-0.83,-0.2,-0.39,0.16,-1.4%,i,-10,-25,0.61,1080
COc1ccc(NC(=O)CC2C(=O)N(c3ccc(Cl)cc3)C(=S)N2CCc2ccncc2)cc1 (stereo not drawn),.,.,-28%,i,14,1.9,1.1,7.3,1.2,-0.24,0.86,-0.42,7.9%,i,.,.,.,.
O=C(C1=C[C@@H](c2ccc(C(F)(F)F)cc2)C[C@@H](OCc2ccc(CO)cc2)O1)N1CCN(Cc2ccc3c(c2)OCO3)CC1,0.6,1089,23%,i,19,3.0,0.8,1.9,2.8,-0.11,1.8,-0.91,-0.8%,i,37,9,-0.28,1301
CC1=CC(C)(C)C(C(=O)O)C(C(=O)O)C1 (stereo not drawn),0.2,1122,?,i,-5,5.5,1.9,5.1,-0.37,-0.22,0.47,0.53,0.7%,i,1,-31,0.35,1052
Cc1nc([N+](=O)[O-])cn1CC(O)c1ccc(-c2ccccc2)cc1 (stereo not drawn),-0.5,1306,-2%,.,.,.,.,.,-0.26,0.26,0.37,-0.31,-1.3%,i,.,.,-0.48,1137
Cc1ccc(NC(=S)NN2CCN(C)CC2)c(C)c1,-4.7,585,-9%,i,15,2.4,2.4,10,0.94,-0.13,0.58,-0.8,3.3%,i,6,0,0.17,1259
Cc1cnc2c(C(=O)O)cnn2c1,0.0,1122,5%,i,-10,3.1,1.8,4.9,0.13,-0.23,-0.29,0.43,2.7%,i,-2,0,0.01,1260
Cc1noc(C)c1C(=O)OCC(=O)c1cc(C)n(Cc2ccccc2Cl)c1C,-3.0,1137,14%,i,2,2.7,3.2,6.7,-0.83,-0.35,-0.37,0.48,0.3%,i,39,4,-1.2,705
O=C1CCNc2cc3ccccc3cc21,1.8,925,23%,i,10,2.4,1.6,13,-0.68,1.1,-0.017,0.88,11%,i,8,28,2,1068
